phage Ecoli inh: E. coli growth loss with phage present. inhibition, % at 11.9 µM. hit rate 0.26% among 360,000. growth absorbance. AID 651602; in the data active means inhibition above about 11%
Numbers without * were called inactive. The list is partial; the hit share may differ from the screen's.

no.	Compound	phage Ecoli inh
1	O=C(N[C@@H](Cc1cccnc1)C(=O)N1CCC[C@H]1C(=O)NCCc1ccccc1Cl)c1ccc(Cl)c(Cl)c1	3.8
2	COc1ccc(-c2ccc(C(=O)NCC3CCOCC3)c3occc23)c(C)c1	2.3
3	CCCCCCCCN1C(=O)[C@H](CC(=O)NCC2CCCCC2)C[C@@]2(C(=O)OC)CCCCC=C12	-1.5
4	O=C(NCc1ccncc1)[C@@H]1CCCN1C(=O)[C@H]1CCCN1C(=O)c1cccc(Cl)c1	0.5
5	Oc1cccc(-c2ccc3nccn3c2)c1	0.7
6	CCOC(=O)[C@]12CCCC=C1N(Cc1ccco1)C(=O)[C@H](CC(=O)NCCCOC)C2	2.5
7	O=C(c1cc(C2CCCCN2C(=O)CCCc2ccccc2)on1)N1CCOCC1 (stereo unspecified)	3.3
8	COc1ccc(-c2nc3cc(C)c(Br)c(C)n3c2Cc2cccc(F)c2)cc1OC	2.6
9	C[C@H](O)[C@@H]1C(=O)N2CCc3c([nH]c4c(-c5ccc6c(c5)OCO6)cccc34)[C@@H]2C[C@@H]1N(C)C(=O)Nc1ccccc1	3.2
10	CNC(=O)OCc1ncn(-c2ccccc2)c1COC(=O)NC	4.6
11	CC1(C(=O)N2Cc3ccccc3C2)CCN1C(=O)C1(c2ccc(Cl)cc2)CC1 (stereo unspecified)	3.5
12	CC(C)(C)NC(=O)C1C(c2ccc(C(F)(F)F)cc2)=Nc2ccccc2N1C(=O)c1cccc2ccccc12 (stereo unspecified)	-1.4
13	Cc1cccc(C)c1-n1nnnc1-c1nc2cc(Br)ccc2[nH]c1=O	-3.4
14	CCC(C(=O)NCc1ccccc1)n1c(-c2ccc3c(c2)CCO3)nc2ccccc21 (stereo unspecified)	3.0
15	Nc1[nH]c(C(=O)c2ccc(Br)cc2)c(-c2c(F)cccc2F)c1C(=O)NCCc1c[nH]c2ccccc12	1.9
16	CCCCC(=O)N(C)c1c(CC)nc2c(OCc3ccc(C(F)(F)F)cc3)cccn12	0.2

Taken from the entries so far, 2 compounds:
no.	Compound	phage Ecoli inh
14	CCC(C(=O)NCc1ccccc1)n1c(-c2ccc3c(c2)CCO3)nc2ccccc21 (stereo unspecified)	3.0
15	Nc1[nH]c(C(=O)c2ccc(Br)cc2)c(-c2c(F)cccc2F)c1C(=O)NCCc1c[nH]c2ccccc12	1.9

Carrying on.
no.	Compound	phage Ecoli inh
17	COC(=O)C1=C(C)NC(=S)NC1c1cccc(OC)c1 (stereo unspecified)	2.3
18	COC(=O)[C@]12CCCCC=C1N(Cc1ccc(Cl)cc1Cl)C(=O)[C@H](CC(=O)NCc1ccc(OC)c(OC)c1)C2	-0.1
19	CCCCNC(=O)C1(C)CCCCN1C(=O)c1cc2ccccc2s1 (stereo unspecified)	1.2
20	CCOC(=O)C1CSCCS(=O)(=O)N1Cc1ccc(Cl)cc1 (stereo unspecified)	0.6
21	CCOC(=O)[C@]12CCC=C1N(Cc1ccc(Cl)cc1Cl)C(=O)[C@H](CC(=O)N1CCCCC1)C2	0.2
22	CCOC1=C2CN(S(=O)(=O)c3ccc(C)cc3)C(c3ccccc3)CC2N(S(=O)(=O)c2ccc(C)cc2)C(c2ccc(Br)cc2)C1 (stereo unspecified)	0.2
23	COc1ccc(CN2C(=O)CCC2(C)c2nnnn2-c2ccc3c(c2)OCCO3)cc1 (stereo unspecified)	2.3
24	CC1(C(=O)NS(=O)(=O)c2ccccc2C(F)(F)F)CCN1C(=O)CCC1CCCC1 (stereo unspecified)	3.2
25	Cc1cc(N2CCN(C(c3ccnc4ccccc34)c3nnnn3-c3c(C)cccc3C)CC2)c2ccccc2n1 (stereo unspecified)	2.5
26	Cc1cc2c(cc1C)-c1nnnn1C(N1CCC(Cc3ccccc3)CC1)C(=O)N2 (stereo unspecified)	2.1
27	COC(=O)c1ccc2nc(-c3cccc(Cl)c3)c(Cc3ccccc3)n2c1	3.2
28	CN(C)CCN1CCN(C2CN(Cc3cn(Cc4ccc(F)cc4)nn3)S(=O)(=O)C2)CC1 (stereo unspecified)	1.2
29	COC(=O)c1ccc2nc(-c3ccc(Cl)cc3)c(Cc3cccc(Cl)c3)n2c1	2.6
30	Cc1cc(Br)cn2c(Cc3ccccc3)c(-c3ccc(C#N)cc3)nc12	0.9
31	CCC(=O)N1Cc2cc(C(=O)NCC(F)(F)F)nc(-c3cccc(-c4cncnc4)c3)c2[C@H]1CCO	-4.6
32	Cc1ccc(S(=O)(=O)N2C3CC(c4ccccc4)N(S(=O)(=O)c4cccc(Cl)c4)CC3C(=O)C[C@H]2c2ccccc2)cc1 (stereo partly specified)	0.3
33	COC(=O)[C@]12C[C@H](CC(=O)N3CCOCC3)C(=O)N(CCC3=CCCCC3)C1=C[C@H](C(C)(C)C)O[C@@H]2C	3.6
34	CCOC(=O)[C@]12CCC=C1N(CCC1=CCCCC1)C(=O)[C@H](CC(=O)NCc1ccc(OC)c(OC)c1)C2	1.2
35	COC(=O)[C@]12C[C@H](CC(=O)NCCC(C)C)C(=O)N(Cc3ccccc3)C1=C[C@H](C(C)C)O[C@@H]2C1CC1	1.9
36	CCc1nc2ccc(C(=O)N(C)Cc3ccco3)cn2c1N(C)CCCc1ccccc1	1.6
37	Clc1cccc(CNc2ccn3nc(-c4ccc(OCc5ccccc5)cc4)cc3n2)c1	2.1
38	COc1ccc2c(c1)[C@@]1(OCCC=C[C@H]1C)C(=O)N2Cc1ccc(Br)cc1	0.9
39	Cc1ccccc1S(=O)(=O)NC(=O)C1(C)CCN1C(=O)C1CCCCC1 (stereo unspecified)	4.0
40	CCN(CC)c1ncnc2c1ncn2[C@H]1CN(Cc2cc(OC)c(OC)c(OC)c2)C[C@@H](CO)O1	3.8
41	COC(=O)C1=C(C)N(Cc2ccccc2C(F)(F)F)C(=NCc2cccc(C(F)(F)F)c2)NC1c1ccc(F)cc1 (stereo unspecified)	6.0
42	c1ccc(CN2CCC3CC2c2c3cccc2N2CCOCC2)cc1 (stereo unspecified)	0.9
43	COc1ccc(CN2C(=O)CCC2(C)c2nnnn2-c2c(C)cccc2C)cc1 (stereo unspecified)	3.5
44	CN(C)c1ccc(CC(=O)N2CCCCC2c2cc(C(=O)Nc3cccc4c3CCCC4)no2)cc1 (stereo unspecified)	1.2
45	COC(=O)c1cc2c(c3c4cc(C)ccc4n(S(=O)(=O)c4ccc(C)cc4)c13)C(=O)N(Cc1ccc(C(F)(F)F)cc1)C2	3.0
46	COc1ccc2[nH]cc(CCNC(=O)/C=C/[C@H]3O[C@@H](n4cnc5c(NC(=O)c6ccccc6)ncnc54)[C@H](O)[C@@H]3O)c2c1	3.1
47	CN1CCC(N2CCN(C3CN(C4CCCCC4)S(=O)(=O)C3)CC2)CC1 (stereo unspecified)	2.6
48	CC(C)C(=O)N1CCC1(C)C(=O)Nc1cc(-c2ccccc2)nn1C (stereo unspecified)	2.9
49	N#Cc1ccc2nc(-c3ccc(CN4CCC5(CC4)CNc4ccccc45)cc3)c(-c3ccccc3)nc2c1	1.8
50	O=c1ccn([C@@H]2O[C@H](CNCc3c(OCc4ccccc4F)ccc4ccccc34)[C@@H](O)[C@H]2O)c(=O)[nH]1	1.0
51	OCC[C@@H]1C[C@H](O)[C@@H](O)[C@@]2(OCCCc3cc(Cl)ccc32)O1	1.7
52	CCCCNc1cccc2c1S(=O)(=O)N[C@@H](CC(C)C)CO2	1.0
53	C[C@H](O)[C@@H]1CN2CCc3ccc(-c4ccc5c(c4)OCO5)cc3[C@@H]2C[C@@H]1N(C)C(=O)NC1CCCCC1	1.1
54	CC(=O)Nc1ccc(C(=O)N2CCCCC2c2cc(C(=O)NCc3cccnc3)no2)cc1 (stereo unspecified)	2.6
55	Cc1cccc(C)c1NC(=O)C1c2ccccc2OCC(=O)N1Cc1cccnc1 (stereo unspecified)	-0.1
56	OC[C@@H]1CN(Cc2ccco2)C[C@H](n2cnc3c(NCc4ccncc4)ncnc32)O1	1.5
57	Cc1cc(C)c2c(CN3CCCC3)cc(=O)oc2c1	1.3
58	COc1cc(NC(=O)Nc2nc(C(N)C3CCCCC3)cs2)cc(OC)c1OC (stereo unspecified)	0.0
59	CCc1nc2ccc(C(=O)N3CCN(C(=O)c4ccco4)CC3)cn2c1N(CC)Cc1cccc(Br)c1	-6.5
60	CC(C)Oc1ccc(CN2CCC2(C)C(=O)Nc2cnc3ccccc3c2)cc1 (stereo unspecified)	2.0
61	O=c1c(-c2cc3ccccc3[nH]2)nc2ccccc2n1C(CCc1ccccc1)c1nc2ccccc2[nH]1 (stereo unspecified)	0.8
62	Cc1cccc(C)c1-n1nnnc1-c1nc2ccccc2[nH]c1=O	1.6
63	C[C@H](O)[C@@H]1C(=O)N2CCc3c([nH]c4c(-c5ccc6c(c5)OCO6)cccc34)[C@@H]2C[C@@H]1N(C)C(=O)NC1CCCCC1	1.9
64	COC(=O)C1=C(C)N(Cc2cccc(C(F)(F)F)c2)C(=NCc2ccc3c(c2)OCO3)NC1c1ccc(Cl)cc1 (stereo unspecified)	1.6
65	CCOC(=O)[C@]12Cc3c(cc(OC)c(OC)c3OC)[C@H]1N(Cc1ccccc1)C(=O)c1cc(OC)ccc12	2.5
66	CCc1c(-c2cccc(OC)c2)ncn1Cc1cccc(-c2ccccc2)c1	-1.2
67	N#Cc1ccc(-c2nc3ccc(Br)cn3c2Cc2ccccc2C(F)(F)F)cc1	1.6
68	COc1cccc(C(NC(=O)C2CCN(CCCOc3ccccc3)CC2)c2ccccn2)c1 (stereo unspecified)	0.5
69	CCCCC[C@H](C)N1C[C@@H](COCc2ccccc2)Oc2cc(N3CC[C@H](O)C3)ccc2S1(=O)=O	0.9
70	COC(=O)C1=C(C)N(Cc2cccc(C(F)(F)F)c2)C(=NCC2CC2)NC1c1ccc(F)cc1 (stereo unspecified)	2.4
71	CC(C)(C)c1ccc(S(=O)(=O)NC(=O)C2(C)CCN2C(=O)C2CCCCC2)cc1 (stereo unspecified)	-0.8
72	COc1cccc(-c2cc(NC=O)c3ncc(-c4ccc(C(C)=O)cc4)n3c2)c1	1.6

Arranged by the number under phage Ecoli inh (falling): six from the list above.
no.	Compound	phage Ecoli inh
65	CCOC(=O)[C@]12Cc3c(cc(OC)c(OC)c3OC)[C@H]1N(Cc1ccccc1)C(=O)c1cc(OC)ccc12	2.5
70	COC(=O)C1=C(C)N(Cc2cccc(C(F)(F)F)c2)C(=NCC2CC2)NC1c1ccc(F)cc1 (stereo unspecified)	2.4
72	COc1cccc(-c2cc(NC=O)c3ncc(-c4ccc(C(C)=O)cc4)n3c2)c1	1.6
69	CCCCC[C@H](C)N1C[C@@H](COCc2ccccc2)Oc2cc(N3CC[C@H](O)C3)ccc2S1(=O)=O	0.9
68	COc1cccc(C(NC(=O)C2CCN(CCCOc3ccccc3)CC2)c2ccccn2)c1 (stereo unspecified)	0.5
66	CCc1c(-c2cccc(OC)c2)ncn1Cc1cccc(-c2ccccc2)c1	-1.2

The list goes on:
no.	Compound	phage Ecoli inh
73	COC(=O)c1ccc2nc(-c3ccc(OC)c(OC)c3)c(Cc3cccc(F)c3)n2c1	2.7
74	COCCNc1nc(-c2ccc(Cl)cc2C)c2sccc2n1	2.8
75	Cc1ccsc1C(=O)N1CCC1(C)C(=O)NS(=O)(=O)c1ccccc1C(F)(F)F (stereo unspecified)	2.2
76	COc1ccc(C2CC(=O)C(c3ccc(C(N)=O)cc3)=CN2Cc2ccccc2)cc1 (stereo unspecified)	-2.9
77	Cc1cccc(C)c1NC(=O)c1ccc2sc([C@@H]3O[C@H](CO)[C@H](O)[C@H](O)[C@H]3O)nc2c1	1.9
78	COc1ccc(-c2ccc(C(=O)Nc3cccc(Oc4ccccc4)c3)c3occc23)c(C)c1	0.6
79	Cc1ccc(CNc2nc(NCc3ccccc3)nc3ccsc23)c(C)c1	2.3
80	O=C1NC[C@H](Cc2ccc(O)cc2)N(C[C@@H]2CCCN2C[C@H](Cc2ccccc2)N2C[C@H](Cc3ccc(O)cc3)N(CC3CCCCC3)C(=O)C2=O)C1=O	0.0
81	CC(=O)C[C@@H]1OC[C@H](CO)N1S(=O)(=O)c1ccc(C)cc1	1.8
82	CC(=O)c1ccc(N2CCN(S(=O)(=O)c3ccc4c(c3)CCC(=O)N4)CC2)cc1	0.1
83	O=c1[nH]cnc2nn(C3OC(CO)C(O)C3O)nc12 (stereo unspecified)	2.1
84	Nc1[nH]c(C(=O)c2ccccc2)c(-c2ccccc2C(F)(F)F)c1C(=O)NCc1ccc(F)cc1	1.2
85	CCCCCCCCN1C(=O)[C@H](CC(=O)NCCCOC)C[C@@]2(C(=O)OCC)CCCC=C12	-0.7
86	CC(C)c1ccc(C(=O)N2CCCC(c3cc(C(=O)NCc4ccccc4)no3)C2)cc1 (stereo unspecified)	0.5
87	CCOC(=O)C1=CCN(S(=O)(=O)c2ccccc2[N+](=O)[O-])C1c1ccc(C)cc1 (stereo unspecified)	4.5
88	CCc1nc2ccc(C(=O)Nc3cccc(OCC(=O)N(C)C)c3)cn2c1N(C)Cc1ccc(OC)cc1	2.3
89	Cc1cccc(C)c1Cn1c(C)c(C(=O)NCc2cccc(Cl)c2)sc1=O	3.8
90	CCCS(=O)(=O)NC(=O)C1(C)CCN(C(=O)COCc2ccccc2)C1 (stereo unspecified)	3.1
91	OCCOC1CCCc2oc(-c3ccccc3)c(C#CC3(O)CCCCC3)c21 (stereo unspecified)	1.0
92	COc1cccc(-c2cnc(C(O)c3ccc(F)cc3C)[nH]2)c1 (stereo unspecified)	3.4
93	CCCCc1c(-c2ccccc2OC)ncn1C1CCCCC1	-1.8
94	O=C1C(Sc2cccc(F)c2)=C[C@@]2(O)CC[C@@H](O)[C@]1(Sc1cccc(F)c1)[C@H]2O	-0.9
95	COc1ccc(Cc2c(-c3ccc(F)cc3)nc3ccc(Br)cn23)c(C)c1	1.8
96	O=C(Nc1ccccc1)c1cc(C2CCCCN2C(=O)c2ccc3c(c2)CCO3)on1 (stereo unspecified)	3.5
97	COC(=O)C1(C(=O)OC)C[C@H](c2cccs2)N(Cc2ccccc2OC)[C@@H]1c1ccc(F)cc1	4.1
98	Cc1cc(N2CCNC[C@@H]2C)ccc1N1CCS(=O)(=O)CC1	1.4
99	COC(=O)C[C@@H]1CC[C@H](NC(=O)c2ccc3c(c2)OCO3)[C@@H](CO)O1	2.2
100	COc1cccc(C(C)(O)c2nc(-c3ccoc3)cs2)c1 (stereo unspecified)	0.8
101	COCCNC(=O)C1(C)CCCN(C(=O)c2ccc(C)c(F)c2)C1 (stereo unspecified)	3.0
102	Cc1ccc(N)cc1CN1CCN(c2ncc(Cc3ccccc3)cn2)CC1	1.2
